SENP6 inh – inhibitors of human SENP6 protease | 330,000 compounds, 1.8% hits | Q9GZR1 | inhibition, % at 10 µM | Recombinant SENP6 catalytic domain, aminoluciferin luminescence;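 active = inhibition above about 50% at the single tested dose, limit read from the data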;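 note: plate controls were DMSO wells with enzyme for no effect and DMSO wells lacking enzyme for full effect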
Target sequence (Q9GZR1 628-1112 limits assumed): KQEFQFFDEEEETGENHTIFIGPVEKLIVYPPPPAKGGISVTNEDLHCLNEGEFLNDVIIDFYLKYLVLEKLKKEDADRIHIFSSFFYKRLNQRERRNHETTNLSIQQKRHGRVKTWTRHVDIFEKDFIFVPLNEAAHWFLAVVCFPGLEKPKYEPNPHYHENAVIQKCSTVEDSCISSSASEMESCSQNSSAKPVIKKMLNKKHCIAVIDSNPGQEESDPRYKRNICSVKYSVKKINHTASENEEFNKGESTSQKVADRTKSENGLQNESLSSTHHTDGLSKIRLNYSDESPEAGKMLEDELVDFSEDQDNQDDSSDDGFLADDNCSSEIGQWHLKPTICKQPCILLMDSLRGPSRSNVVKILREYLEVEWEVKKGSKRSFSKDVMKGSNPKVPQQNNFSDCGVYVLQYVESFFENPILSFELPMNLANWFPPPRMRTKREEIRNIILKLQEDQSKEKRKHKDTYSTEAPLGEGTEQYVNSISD
hIAP activ – human IAP activation. AID 2524. purified human IAP, CDP-Star luminescence, 30 min; stronger effect = higher value; 1 = vehicle-only enzyme, 0 = enzyme-free background. activation factor at 10 µM. 330,000 compounds, 0.16% hits. P09923;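 active = activation factor of the enzyme at least 2-fold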; note: the source names both 10 and 20 µM as test concentration; values of inactives mirror those of a sister screen read the other way
Target sequence (P09923 whole entry, looked up): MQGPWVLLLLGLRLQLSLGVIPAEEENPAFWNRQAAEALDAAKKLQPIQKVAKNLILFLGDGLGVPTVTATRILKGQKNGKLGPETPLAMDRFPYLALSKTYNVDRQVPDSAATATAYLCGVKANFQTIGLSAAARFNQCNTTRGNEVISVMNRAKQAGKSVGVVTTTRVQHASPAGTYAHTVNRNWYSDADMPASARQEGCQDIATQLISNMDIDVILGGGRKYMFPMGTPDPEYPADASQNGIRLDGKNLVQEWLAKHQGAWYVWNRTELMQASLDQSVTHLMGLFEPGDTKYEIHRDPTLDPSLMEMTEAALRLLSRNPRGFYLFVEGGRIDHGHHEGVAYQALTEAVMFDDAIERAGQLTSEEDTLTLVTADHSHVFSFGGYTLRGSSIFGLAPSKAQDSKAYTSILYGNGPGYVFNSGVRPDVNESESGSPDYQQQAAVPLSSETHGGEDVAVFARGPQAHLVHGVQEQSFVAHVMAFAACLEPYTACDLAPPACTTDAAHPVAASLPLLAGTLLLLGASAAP
Numbers without * were called inactive. Only part of the results is shown; rates above refer to the full screens.

SMILES	SENP6 inh	hIAP activ
C=CC[C@@H]1C=C(C)C[C@H](C)C[C@H](OC)[C@H]2O[C@@](O)(C(=O)C(=O)N3CCCC[C@H]3C(=O)O[C@H](/C(C)=C/[C@@H]3CC[C@@H](O)[C@H](OC)C3)[C@H](C)[C@@H](O)CC1=O)[C@H](C)C[C@@H]2OC	-6.2	1.02
Cc1ccc2c(=O)n3c(nc2c1)C(Cc1ccccc1)NC(=O)c1ccc(Cl)cc1-3 (stereo not given)	-3.8	0.953
Cc1ccc2nc(NC(=O)C3CCCN(S(=O)(=O)c4cccc5nonc45)C3)sc2c1 (stereo not given)	5.7	1.14
CC(C)[C@]1(c2ccc(Cl)cc2)ON(c2ccccc2C(F)(F)F)C1=O	0.1	0.974
O=C1NC(Cc2ccccc2)c2nc3cc(F)ccc3c(=O)n2-c2ccc(Cl)cc21 (stereo not given)	-15.5	0.91
COC(=O)Cn1c(=NC(=O)c2nc3ccccc3s2)sc2cc(S(C)(=O)=O)ccc21	-11.8	0.989
CCOC(=O)N1CCC(NC(=O)c2ccc3c(c2)sc2nc(-c4ccc(OC)cc4)cn23)CC1	-18.9	0.896
CCOC(=O)c1sc(NC(=O)CSc2nc3ccccc3s2)c(C(=O)OCC)c1C	-9.2	1.07
C=C(NC(=O)C(=C)NC(=O)c1csc(C2=NC3c4csc(n4)C4NC(=O)c5csc(n5)C([C@@](C)(O)C(C)O)NC(=O)C5CSC(=N5)/C(=C\C)NC(=O)C(C(C)O)NC(=O)c5csc(n5)[C@]3(CC2)NC(=O)C(C)NC(=O)C(=C)NC(=O)C(C)NC(=O)C(C(C)CC)NC2C=Cc3c(C(C)O)cc(nc3C2O)C(=O)OC4C)n1)C(N)=O (stereo not given in full)	-14.1	1.38
COc1ccc(C2=CC3=CC(=O)C(C)(O)C(=O)C3=CO2)cc1 (stereo not given)	1.3	0.946
CC(C)c1ccccc1NC(=O)COc1ccc2c(=O)c(Oc3ccc4ccccc4c3)coc2c1	4.6	0.983
Cc1ccnc(NS(=O)(=O)c2ccc(C(C)(C)C)cc2)c1	-5.2	0.959
CCCCC1=CC2=CC(=O)C(C)(OC(=O)c3ccco3)C(=O)C2=CO1 (stereo not given)	10.6	1
COc1ccc(/C=N\NC(=O)c2cccc([N+](=O)[O-])c2)cc1Cn1cc([N+](=O)[O-])cn1	-9.0	0.984
O=C(CSc1ccc(-c2cccs2)nn1)NCc1ccccc1Cl	-1.9	0.797
O=C(OCc1nc2ccccc2s1)c1cc2ccccc2oc1=O	-14.0	1.01
Cc1noc(C)c1CSc1ncnc2sc3c(c12)CCC(C)C3 (stereo not given)	-9.2	1.38
Cc1cc(=O)[nH]c(N/N=C/c2cccc([N+](=O)[O-])c2)n1	-9.2	1
O=C(Nc1ccccc1)n1ccc(-c2ccc(-n3ccnc3)cc2)n1	23.5	1.06
O=C1c2cccc3cccc(c23)C(=O)N1CCN1CCN(C(=S)Nc2ccc(F)cc2)CC1	5.2	1.15
Cc1ccccc1C(=O)N=c1c(C#N)cc2c(=O)n3cccc(C)c3nc2n1Cc1ccco1	-21.3	1
O=C(NCCC1=CCCCC1)c1ccc(Cl)cc1	-18.0	0.883
Clc1ccc(C2C3=C(Nc4ncnn42)c2ccccc2CC3)cc1 (stereo not given)	0.1	0.938
C/C(=N\Nc1ccc(S(=O)(=O)Nc2ccccc2)cc1[N+](=O)[O-])c1ccncc1	7.2	0.895
CCCCCn1c(=O)c(-c2nc3ccccc3c(=O)[nH]2)c(O)c2ccccc21	-1.2	0.945
O=C(N/C(=C/c1cn(-c2ccccc2)nc1-c1ccccc1)C(=O)N1CCOCC1)c1ccccc1	-5.9	0.95
Cc1cc(NC(=O)CSc2nc3cc(Cl)ccc3c(=O)n2CC(C)C)no1	9.2	0.88
O=C1N/C(=C\c2nc3ccccc3s2)c2ccccc21	91.9*	1.16
O=C(Nc1cccc(CCc2ccccn2)c1)c1ccc(Cl)cc1	-3.1	1.12
COC(=O)[C@@H]1CC[C@H](C)[C@@H](c2ccc(C)cc2)N1C(=O)c1ccc(/C=N/O[C@@H](C)c2cn([C@H](CO)Cc3ccccc3)nn2)cc1	-3.9	0.959
CC1(C)C(=O)OC(c2cccn2-c2cccc([N+](=O)[O-])c2)C2(CCCCC2)C1=O (stereo not given)	10.1	1.09
Cc1[nH]nc2nc3c(c(OC(=O)c4ccccc4)c12)c(=O)n(C)c(=O)n3C	1.5	0.958
CC1(c2nnc(-c3ccc(F)cc3)o2)CC(c2ccncc2)=NO1 (stereo not given)	5.8	0.926
O=C(NNC(=O)c1ccccc1C(=O)O)c1ccc(-c2ccccc2)cc1	-23.7	1.02
CCCN(CC1CC1)C(=O)CSc1nnc(-c2ccco2)n1N	11.0	1.06
COC(=O)CCC(=O)c1ccc(OC)c(Cl)c1	-1.6	0.934
CCCCC1=CC2=CC(=O)C(C)(O)C(=O)C2=CO1 (stereo not given)	-2.8	1.1
FC(F)(F)c1cccc(NC(=S)NNC(=S)Nc2ccc(Cl)cc2)c1	-8.3	0.935
Cc1ccc(-c2nnc(SCC(=O)n3c4c(c5ccccc53)CCCC4)o2)cc1	2.4	0.949
C/C=C/C(=O)N1CC2(CC(c3cccc(NC(=O)CCCCC)c3)=NO2)C[C@H]1C(N)=O (stereo not given in full)	1.0	0.933

Grouped by structure, the entries above containing a CF3 group.
SMILES	SENP6 inh	hIAP activ
CC(C)[C@]1(c2ccc(Cl)cc2)ON(c2ccccc2C(F)(F)F)C1=O	0.1	0.974
FC(F)(F)c1cccc(NC(=S)NNC(=S)Nc2ccc(Cl)cc2)c1	-8.3	0.935

Next compounds.
SMILES	SENP6 inh	hIAP activ
C=CCC(NCc1ccco1)c1ccc(OC)cc1OC (stereo not given)	2.4	1.03
O=[N+]([O-])c1ccc(-n2cccc2/C=N/Nc2nc(N3CCCCC3)nc(N3CCCCC3)n2)cc1	-2.0	0.971
COc1ccc(Nc2nc(CN3CCOCC3)nc3sc4c(c23)CCC(C)C4)cc1OC (stereo not given)	4.5	1.17
CN(C)c1ccc(/C=c2\sc3nc(-c4ccccc4)nn3c2=O)cc1	-12.2	1.09
CCCCNC(=S)N(C)/N=C/c1sc(N2CCCCC2)nc1-c1cccs1	7.9	1.1
O=C(Cc1ccccc1)NC(=S)Nc1ccc2oc(-c3ccccc3)nc2c1	-21.0	0.89
Cc1sc2c(c1C)CN(C1CC(C)(C)NC(C)(C)C1)CN2C(=O)c1ccco1	2.8	0.849
C=CCn1c(SCC(=O)Nc2ccccc2OC)nnc1-c1ccco1	-4.0	0.887
C=CCN=Cc1sc2ccc(OCC)cc2c1O	5.5	0.976
CCn1c(=O)c2cc(C(=O)N3CCCC3)sc2c2ccccc21	-0.3	0.785
COC(=O)c1ccccc1NC(=O)CN1C(=O)C2CCCN2c2ncc(Cl)cc21 (stereo not given)	-14.2	0.984
Cc1ccc2c(c1)SC1=NC(c3ccccc3)(C(F)(F)F)NC(=O)N12 (stereo not given)	-5.0	1.22
CCC(=O)OC1(C)C(=O)C=C2C=C(CCCCNC(=O)OC(C)(C)C)OC=C2C1=O (stereo not given)	4.6	0.74
O=S(=O)(Nc1ncccn1)c1ccc(NC(=S)Nc2cccc(Cl)c2)cc1	-3.5	1.01
COc1ccc(NC(=O)CCl)cn1	49.1	0.935
O=C1NC(Cc2ccccc2)c2nc3cc(Cl)ccc3c(=O)n2-c2ccccc21 (stereo not given)	3.9	0.984
Cc1ccc(C)n1-c1cccc(N)c1	0.8	0.872
Cc1cc(NC(=O)CN2CCCCC2C)nc2c1c(=O)oc1ccccc12 (stereo not given)	3.2	0.916
COc1ccc(OC)c(NS(=O)(=O)Cc2ccccc2)c1	13.6	0.89
O=C(Nc1ccccc1)N1CC=C(c2ccccc2)CC1	18.5	0.968
COc1ccccc1N/C(N)=N/c1nc(CSc2nc3ccccc3s2)cc(=O)[nH]1	2.8	0.873
NC(CCCCc1ccccc1)c1cccc2ccccc12 (stereo not given)	-18.2	0.905
O=C(CSc1nc(C2CC2)nc2ccccc12)NCc1ccc2c(c1)OCO2	-9.9	0.833
CC(C)C[C@H](NC(=O)[C@@H](O)[C@H](N)Cc1ccccc1)C(=O)O	-6.2	1.14
COc1ccc(OC)c(CCNC(=O)Cn2sc3nc(C)cc(C)c3c2=O)c1	-5.2	0.963
CCCCC1=CC2=CC(=O)C(C)(OC(=O)CCC(=O)OC)C(=O)C2=CO1 (stereo not given)	-3.6	1.03
CCOC(=O)C1=C(C)N(CCCC(=O)O)C(=O)NC1c1ccc(C(F)(F)F)cc1 (stereo not given)	-19.7	0.985
Cc1ccc(-c2ccc(SCC(=O)N3CCCc4ccccc43)nn2)cc1	-4.9	0.814
C#CCOCCOCCOCCNc1nc(N2CCN(C(=O)[C@H]([C@@H](C)CC)n3cc([C@@H](N)Cc4ccc(O)cc4)nn3)CC2)nc(N2CCN(C(=O)[C@H](Cc3cc4ccccc4[nH]3)n3cc([C@@H](N)C(C)CC)nn3)CC2)n1 (stereo not given in full)	-20.9	0.799
Cc1nnc(NC(=O)CSc2ccc3nnc(-c4cccnc4)n3n2)s1	-5.5	1.24
COC(=O)CCC(=O)OC1(C)C(=O)C2=CN(Cc3ccco3)C(c3ccc(OC)cc3)=CC2=C(Br)C1=O (stereo not given)	10.1	0.946
CC1(C)Cc2nc3sc(C(=O)O)c(N)c3cc2CS1	-3.1	1.05
Cc1cc2cc(CNC(=O)c3cc4ccccc4o3)ccc2n1C	-7.6	0.937
C#CCOCCOCCOCCNc1nc(N2CCN(C(=O)CCCCCCCCCCNC(=O)[C@H]([C@@H](C)CC)n3cc(CCCCN=C(N)N)nn3)CC2)nc(N2CCN(C(=O)CCCCCCCCCCNC(=O)[C@H](CCCCN)n3cc(C[C@@H](C)CC)nn3)CC2)n1	-98.9	1.2
N#Cc1ccc(COC(=O)c2ccccn2)cc1	-9.8	1
CCOc1ccc(C(=O)Oc2ccc(NC(C)=O)cc2)cc1	5.2	1.1
CC1(OC(=O)c2cnc3ccccc3n2)C(=O)C=C2C=C(c3ccc(C#N)cc3)OC=C2C1=O (stereo not given)	-7.6	1.01
COc1ccc(/C=N/NC(=O)c2cccnc2)cc1Cn1nc([N+](=O)[O-])c(Br)c1C	-5.9	0.996
CC(C)c1ccc(C(=O)NNC(=O)C2C3CCC(C3)C2C(=O)O)cc1 (stereo not given)	9.6	0.658
COc1ccc2c(c1O)C(=O)c1ccccc1C2=O	4.5	0.857

Quoted at random: three records from the list.
SMILES	SENP6 inh	hIAP activ
CCOC(=O)C1=C(C)N(CCCC(=O)O)C(=O)NC1c1ccc(C(F)(F)F)cc1 (stereo not given)	-19.7	0.985
CC(C)c1ccc(C(=O)NNC(=O)C2C3CCC(C3)C2C(=O)O)cc1 (stereo not given)	9.6	0.658
COc1ccc2c(c1O)C(=O)c1ccccc1C2=O	4.5	0.857

Further compounds follow.
SMILES	SENP6 inh	hIAP activ
O=C(Nc1nc2ccccc2c2nc3ccccc3n12)c1ccc(F)cc1	-5.1	1.33
Oc1c(C=Nc2cccc3cccnc23)sc2ccccc12	91.8*	0.911
Cc1cc(C)cc(NC(=O)COc2ccc3c(C)c(Cc4ccccc4)c(=O)oc3c2)c1	16.8	0.955
CCNC(=S)N/N=C/c1sccc1C	1.9	1.03
CN(C)CCCN=Cc1c(O)n(Cc2ccc3c(c2)OCO3)c(=O)c2ccccc12	32.3	1.02
Nc1ccc(Sc2cc(Cl)nc(N)n2)cc1	8.3	1.42
Cc1cc(C)c(NC(=O)CN2CCC(NC(=O)NC3CCCCC3)CC2)c(C)c1	-11.1	1.34
Cc1ccc(NC(=O)OCc2cccs2)cc1	33.0	0.928
Cc1ccc2nc3n(c(=O)c2c1)-c1ccc(Cl)cc1C(=O)NC3CC(C)C (stereo not given)	-19.4	1.01
N#Cc1cccc(NC(=O)COC(=O)c2ccc3c(=O)n4c(nc3c2)CCC4)c1	-18.9	0.828
Cc1ccnc(NS(=O)(=O)c2ccc3c(c2)CCO3)c1	-1.3	1.47
COC(=O)[C@H](Cc1ccccc1)NC(=O)O[C@@H]1C(=O)c2cc(OC)ccc2O[C@H]1c1ccc(OC)c(Br)c1	-21.5	0.926
CCn1c(C)nc2cc(C(=O)N=Nc3c(O)[nH]c4ccccc34)ccc21	-21.2	1.17
COC(=O)c1c(N2C(=O)[C@H]3[C@@H](C2=O)[C@]2(C(=O)Nc4ccc(C)cc42)N2CCC[C@@H]32)sc(C)c1C	-19.4	1
CCCc1[nH]n(-c2ccc([N+](=O)[O-])cc2)c(=O)c1C=NCCN1CCNCC1	91.8*	0.914
Cc1ccccc1Cn1c(CN2CCN(c3ccc(F)cc3)CC2)nc2c1c(=O)n(C)c(=O)n2C	-4.4	0.903
COC(=O)[C@@]1(Cc2ccccc2)[C@H]2c3cc(C(=O)N4CCCC4)n(Cc4ccsc4Br)c3C[C@H]2CN1C(=O)c1ccccc1	-16.9	0.953
CC(C)N(C(=S)NC1CCCCC1)c1ccccc1	5.2	0.984
Cc1ccc(C2C(C#N)=C(N)Oc3c2sc2ccccc32)o1 (stereo not given)	13.3	1.01
COc1ccc2c(c1)O[C@H](c1ccc3c(c1)OCO3)[C@@H](OC(=O)Nc1cc(OC)c(OC)c(OC)c1)C2=O	-8.5	0.926

No new results follow: 2 of the compounds above.
SMILES	SENP6 inh	hIAP activ
Cc1ccc(C2C(C#N)=C(N)Oc3c2sc2ccccc32)o1 (stereo not given)	13.3	1.01
COc1ccc2c(c1)O[C@H](c1ccc3c(c1)OCO3)[C@@H](OC(=O)Nc1cc(OC)c(OC)c(OC)c1)C2=O	-8.5	0.926

Later entries
SMILES	SENP6 inh	hIAP activ
CCc1ccc(-c2cc(C(=O)NCCCn3ccnc3)c3ccccc3n2)s1	-7.0	1.05
Oc1ccc(O)c2c1C1c3ccccc3C2c2ccccc21	10.3	1
Cc1ccc(-n2c(C)c([N+](=O)[O-])c3ccc(O)cc32)cc1	-10.1	0.916
COc1cc(/C=C2/C(=O)N(c3ccc(Br)cc3)N=C2C)cc([N+](=O)[O-])c1O	-8.4	0.617
COc1ccc(Cl)cc1C(=O)Nc1nc2ccc(S(C)(=O)=O)cc2s1	8.2	1.09
